# Screening data deposited in PubChem by Fisher Drug Discovery Resource Center.
# NPYLR7 ag: mosquito NPYLR7 agonism | HEK293T NPYLR7/Galpha15, GCaMP6s calcium fluorescence | activation, % at 10 µM | hit rate 0.15% among 270,000; in the data active = activation above about 40%;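 note: 0% = vehicle and 100% = reference agonist at the receptor; some compounds past the cut are filed as inactive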
# mcGAS inh: blocks mouse cGAS activity. Q8C6L5. recombinant cGAS, Kinase-Glo ATP depletion luminescence. inhibition, % at 12.5 µM. hit rate 0.15% among 160,000;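 note: 0% = negative control wells and 100% = reference inhibitor with no enzyme activity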
# hcGAS inh: blocks human cGAS activity. hit rate 0.081% among 290,000. recombinant h-cGAS, ATP depletion, Kinase-Glo luminescence. Q8N884. inhibition, % at 12.5 µM;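 note: 0% = vehicle reaction and 100% = reaction without DNA for no activity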
# Target sequence (Q8N884 whole entry, looked up): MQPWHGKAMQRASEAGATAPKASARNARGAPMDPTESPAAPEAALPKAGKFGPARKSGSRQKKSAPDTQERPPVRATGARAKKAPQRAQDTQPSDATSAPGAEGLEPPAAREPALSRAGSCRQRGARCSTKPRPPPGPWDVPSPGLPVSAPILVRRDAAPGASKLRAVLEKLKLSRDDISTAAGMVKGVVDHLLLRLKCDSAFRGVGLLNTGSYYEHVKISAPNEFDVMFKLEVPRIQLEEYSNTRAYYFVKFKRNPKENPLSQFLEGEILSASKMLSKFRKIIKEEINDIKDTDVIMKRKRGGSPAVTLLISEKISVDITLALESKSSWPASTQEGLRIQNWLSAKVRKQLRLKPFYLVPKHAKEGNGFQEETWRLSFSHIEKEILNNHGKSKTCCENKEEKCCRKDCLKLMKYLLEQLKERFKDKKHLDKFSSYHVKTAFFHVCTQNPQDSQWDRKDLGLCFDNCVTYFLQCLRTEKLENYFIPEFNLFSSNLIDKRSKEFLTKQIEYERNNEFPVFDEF
# * hit, by the source's call; · = no result given; & = joins results of further samples. Cut-off read from the data, not from the text of the source, unless noted: active = inhibition above about 40%; inactive = the rest. This is a random part of the collection. Share with any hit: about 0.27%.
SMILES,NPYLR7 ag,mcGAS inh,hcGAS inh
O=C(Nc1nn2cc(-c3ccccc3)nc2s1)c1cccc(Br)c1,0.3,-6.5,-9.9
Cc1ccc(-c2nc3ccccc3c(=O)o2)cc1,-5.3,1.3,2.0
Fc1cccc(Cl)c1-c1nnc2ccc(C(F)(F)F)cn12,5.7,·,-6.5
CC(C)CC1NC(=O)N(CC(=O)NC2CCCCC2)C1=O (configuration not stated),-2.2,-4.2,-8.1
CC(=O)N1CCc2c(sc(NC(=O)C(C)(C)C)c2-c2nc3ccccc3s2)C1,-2.0,·,5.3
COCCNC(=O)C1(C)CCCN(Cc2cc(-c3ccccc3)nn2C)C1 (configuration not stated),0.4,·,3.1
Cn1cc(NC(=O)c2ccccn2)cn1,5.5,·,2.9
O=C(CCc1ccc2ccccc2c1)N1CCCC1c1ccc(O)cc1 (configuration not stated),1.1,-14.9,-6.4
COc1cccc(C(CN2CCN(S(=O)(=O)c3ccccc3C(F)(F)F)CC2)OCc2cccc(Cl)c2)c1 (configuration not stated),-2.7,2.0,-1.2
O=C(NCCCn1nc(-c2cccnc2)ccc1=O)c1ccc(F)cc1F,10.0,·,-1.9
COc1ccc(CNC(=O)N2CCN(C(c3ccccc3)c3ccc(Cl)cc3)CC2)cc1 (configuration not stated),17.1,-7.3,-6.7
Cc1ccc(C)c(-n2c(N)c(C(=O)NCc3ccccc3)sc2=S)c1,7.6,-7.4,-6.1
Cc1nn(-c2ccccc2)c(Oc2ccccc2Cl)c1CN(CC(O)CN1CCOCC1)CC1CC1 (configuration not stated),8.6,-4.3,-4.8
COc1ccccc1N(CCC(N)=O)C(=O)CN1CCCC1c1ccsc1 (configuration not stated),15.8,·,-2.4
COc1ccccc1C(=O)C1CCCN(C(=O)c2ccc3c(c2)OCCO3)C1 (configuration not stated),20.5&3.6,-8.0&-3.7,-5.6&-2.8
Cc1cccc(S(=O)(=O)NC(=O)C2(C)CCN2C(=O)c2ccccc2CCc2ccccc2)c1 (configuration not stated),0.3,·,-6.1
COCCCNCc1cnc(SC)nc1N(C)C1CCCCC1,2.1,-5.6,-4.5
Cc1cc(C)nc(CN2CCOC(c3ccc(Cl)c(Cl)c3)C2)n1 (configuration not stated),-1.8,·,-1.0
O=C(NC1CC1)C1COC2(CCCCC2)N1C(=O)c1cccc([N+](=O)[O-])c1 (configuration not stated),-3.7,-5.4,-7.8
O=C(NCc1ccc(Cn2cccn2)cc1)NCc1ccco1,9.3,·,-5.1
N#Cc1ccc(NC(=O)N2CCSC2c2cccc(Oc3ccccc3)c2)cc1 (configuration not stated),-3.0,0.8,-1.6
CC(C)CCN(Cc1ccc(OS(C)(=O)=O)cc1)C(=O)c1ccc(Cl)c(Cl)c1,·,-6.4,-8.5
COc1ccc(C(C)NC(=O)C2CCN(CCOc3ccccc3)CC2)cc1OC (configuration not stated),14.2,-3.5,-2.4
O=C(CN1CCN(C(=O)CCc2ccccc2O)CC1)Nc1ccccc1C(F)(F)F,6.7,·,-10.0
COc1ccc(Cl)cc1NC(=O)c1cc(S(=O)(=O)NCCC2=CCCCC2)ccc1F,-0.5,·,9.9

# Of the compounds above, 3 contain a CF3 group.
SMILES,NPYLR7 ag,mcGAS inh,hcGAS inh
Fc1cccc(Cl)c1-c1nnc2ccc(C(F)(F)F)cn12,5.7,·,-6.5
COc1cccc(C(CN2CCN(S(=O)(=O)c3ccccc3C(F)(F)F)CC2)OCc2cccc(Cl)c2)c1 (configuration not stated),-2.7,2.0,-1.2
O=C(CN1CCN(C(=O)CCc2ccccc2O)CC1)Nc1ccccc1C(F)(F)F,6.7,·,-10.0

# Continued:
SMILES,NPYLR7 ag,mcGAS inh,hcGAS inh
CCCN(CC(=O)N(CCc1c[nH]c2ccccc12)Cc1ccc(F)cc1)C(=O)Nc1ccc(C#N)cc1,·,1.1,2.7
CC1CN(c2nc(-c3ccccc3)nc3c2CN(C(=O)CCl)CC3)CC(C)O1 (configuration not stated),-9.6,4.0,-1.1
Cc1cc(C)nc(NS(=O)(=O)c2ccc(Br)s2)c1,6.0,·,5.0
COc1ccc(CCc2nnc(CCC(=O)NCc3ccc(C)o3)o2)cc1,0.2,·,-6.8
Cc1nn(C)c(C)c1-c1ccnc(NCC(c2ccncc2)N2CCOCC2)n1 (configuration not stated),4.6,·,-4.0
COc1ccccc1C(=O)N1CCOC(CCN(C)C)C1 (configuration not stated),1.3,·,-9.8
COc1ccc(N)cc1-n1c(C)ccc1C,-8.9,·,0.3
CO/N=C(/C(=O)NC(c1ccccc1)c1ccccc1)c1csc(NC=O)n1,-4.9,1.3,-2.7
COc1ccc(-n2c(SCc3ccc(C(=O)NCc4ccco4)cc3)nnc2-c2ccccc2Cl)cc1,3.5,-5.1,-3.1
Fc1ccccc1COc1ccccc1CNc1nn[nH]n1,-6.9,·,-0.6
C=C(Br)Cn1c(=O)n(CC(=C)Br)c2ccccc21,-0.1,-1.5,1.8
CCOC(=O)C1CCN(C(=O)c2ccc(CSc3nc(Cl)cc(N4CCCCC4)n3)cc2)CC1,2.4,-0.5,3.5
Cc1sc2nc(C)n(CCO)c(=O)c2c1C,2.5,·,-9.7
Cc1cc(NCc2ccc(Cl)cc2)n(C2CCS(=O)(=O)C2)n1 (configuration not stated),5.4&0.7,·,-2.9&-7.7
Cc1c(NC(=O)c2ccccc2[N+](=O)[O-])cccc1-c1nc2cc(Cl)ccc2o1,-4.2,2.9,4.9
COc1ccc(N2CCN(C(=O)c3ccc(Oc4nc(Cc5ccc(C)cc5)ns4)cc3)CC2)cc1,14.4,-5.3,-6.4
CCCSc1ncccc1C(=O)NCCc1ccc(O)cc1,-5.7,-3.7,-4.4
COC(=O)c1c(NC(=O)c2cc3nc(-c4cccs4)cc(C(F)(F)F)n3n2)sc2c1CCC(C)C2 (configuration not stated),-8.9,-6.5,-5.5
CCc1cc(NS(=O)(=O)c2cc(C(=O)OC)n(C)c2)n[nH]1,4.9,·,-10.2
C/C(=N/OC(=O)c1cccc([N+](=O)[O-])c1)c1cccn1C,11.1,·,7.1
C=CCNC(=O)N1CCC(=O)N(C)c2ccccc2C(OCC(=O)OCC)C1 (configuration not stated),5.2,-6.2,-9.3
FC(F)(F)c1cccc(-c2nc3c(N4CCOCC4)nccc3[nH]2)c1,-3.6,-5.8,-3.6
CN1CCN(S(=O)(=O)c2ccc(Sc3ccc(F)cc3F)nc2)CC1,0.6,-16.5,-10.9
CC(C)(C)c1ccc(O)c(CN2CCOC3(CNCCOC3)C2)c1 (configuration not stated),11.8,·,-4.6
COc1ccc(NC(=O)Cc2csc(NC(=O)c3ccc[nH]c3=O)n2)c(OC)c1,7.5,-7.8,-3.2

# (listing goes on)
SMILES,NPYLR7 ag,mcGAS inh,hcGAS inh
COc1ccc(S(=O)(=O)Oc2ccc(CN(C(=O)Nc3ccccc3OC)C3CC3)cc2)cc1,17.4,-4.0,-7.2
CCc1c(C)n([O-])c2c([n+]1=O)CCCC2,-2.6,-4.8,-3.6
CCOC(=O)c1cn[nH]c1S(=O)(=O)Nc1ccccc1CC,10.3,0.1,1.4
COC(=O)C1CCN(C(c2cccc(OC)c2)C2Sc3ncnn3C2=O)CC1 (configuration not stated),12.4,-6.2,-4.2
CCOc1ccc(NC(=O)CSc2ncc(S(=O)(=O)c3ccc(C)cc3C)c(=O)[nH]2)cc1,-2.5,-3.5,2.7
Cc1cccc2sc(NC(=O)C3CC4CCC3C4)nc12 (configuration not stated),-0.8,·,0.6
CC(CCc1ccccc1)NC(=O)c1cc(-c2ccc(F)cc2)nc2cc(-c3ccccc3)nn12 (configuration not stated),-1.9,-1.1,3.3
CN(Cc1csc(-c2ccc(C(F)(F)F)cc2)n1)Cc1cccc2ccccc12,3.6,1.7,4.3
CCCc1nc(C)sc1C(=O)Nc1cccc(Oc2ncccc2C(=O)OCC)c1,-10.7,-4.0,-2.4
COc1cc(F)c(-c2nccn2CCO)c(F)c1,2.2,-11.3,-6.5
COc1cccc(CN(C)C(=O)c2sc(=O)n(Cc3c(C)cccc3C)c2C)c1,11.5,·,-6.2
CNc1cnc(-c2cc(OC)ccc2OC)cn1,5.0,·,-15.2
CCOC(=O)C1CCc2sc(NC(=O)c3csc(-c4cc5ccccc5[nH]4)n3)nc21 (configuration not stated),-0.7,·,15.8
COc1cc(C(O)(c2nc3ccccc3s2)C(F)(F)F)c(OC)cc1N (configuration not stated),4.8,·,-7.3
O=C(Nc1cnn(-c2ccc(C(=O)N3CCOc4ccccc4C3)cc2)c1)C1CCOCC1,20.6,-13.1,-8.3
COc1cc(C2=N/C(=C/N3CCOCC3)C(=O)O2)cc(OC)c1OC,13.8,-4.3,-5.3
Nc1nc(N)nc(COC(=O)c2cccs2)n1,1.7,·,11.8
Cc1cnc(-c2cccc(NC(=O)N3CCC4CCC(C3)N4C)c2)o1 (configuration not stated),-7.6,·,1.0
CCOc1ccccc1N1CCN(C(=O)c2cc(-c3ccc(F)cc3)nn2-c2ccc(F)cc2)CC1,-1.3,1.3,11.3
Cc1nc2n(n1)C(=O)C(C(c1ccc(Cl)cc1)N1CCN(CCO)CC1)S2 (configuration not stated),2.2,·,-13.1
O=C(CCCn1cncn1)NC1CCCc2nc(-c3ccccc3)ncc21 (configuration not stated),19.2,·,-10.4
O=C(Nc1ccc(Br)c(C(F)(F)F)c1)C1=COCCO1,-5.4,·,2.8
CCOCCCNC(=O)c1cc(NC(=O)Nc2ccccc2OC)ccc1N1CCC(Cc2ccccc2)CC1,-3.8,-5.8,-13.8
CCOC(=O)C1CCCN(C(=O)CC2CSc3nc4c(c(=O)n32)CCC4)C1 (configuration not stated),-2.6,·,-6.4
OCCN1CCN(CCN2CCn3c2nc2ccccc23)CC1,-1.2,-3.9,-10.4

# (continued)
SMILES,NPYLR7 ag,mcGAS inh,hcGAS inh
O=C(Nc1sc2c(c1C(=O)Nc1ccccc1)CCCC2)c1ccccc1Cl,-3.7,·,-5.6
O=C1NC(=S)S/C1=C1\C(=O)N(Cc2ccccc2F)c2ccccc21,-16.0,26.1,-5.4
Cc1ccsc1[C@@H]1CCN(Cc2ccc(CN(C)S(C)(=O)=O)o2)C[C@H]1O,-3.2,·,-3.9
CC(C)c1cc(NCc2ccccn2)n2c(nc3ccccc32)c1C#N,4.3,-4.2,-5.8
CCn1c(C)nnc1CN(C)C1CCN(CCc2ccncc2)C1 (configuration not stated),-0.4,·,-7.9
CCN(CC)C(=O)c1cccc(-c2ccc3c(c2)COCC(=O)N3CCN2CCOCC2)c1,-0.3,·,2.7
CCCN(Cc1nnc(-c2ccco2)o1)C(=O)CNC(=O)C12CC3CC(CC(C3)C1)C2,1.4,·,-5.2
Cc1nnc(SCC(=O)NC(c2ccc(Cl)cc2)c2cccnc2)s1 (configuration not stated),2.8,·,-10.0
CC(c1ccccc1)N1CCN(C(=O)c2csc3ccccc23)CC1 (configuration not stated),4.5,-5.2,-6.0
Cc1onc2c(=O)n(C)nc(C(=O)N3CCN(C)CC3C)c12 (configuration not stated),8.1,·,-1.9
Cc1c(C(=O)N2CCC(C(=O)NC3CC3)CC2)oc2ccc(Cl)cc12,3.7,·,-6.1
CCc1cc(N2CCCCC2CCO)nc(-c2ccncc2)n1 (configuration not stated),-8.6&4.0,-13.4,8.9&-7.6
CCN(CC)C(=O)c1ccc2sc([C@H]3C[C@H](O)[C@@H](CO)O3)nc2c1,1.4,-7.8,-6.8
COc1cc(C=NNc2nc(C)cc(=O)[nH]2)cc(OC)c1O,0.5,·,1.0
COC(=O)c1ccc(COC(CN2CCN(C(=O)c3cccc(C#N)c3)CC2)c2cccc(OC)c2)cc1 (configuration not stated),·,-7.4,-8.5
Cc1cccc(C)c1OC1CN(C(=O)CCn2cncn2)C1,3.4,·,-3.5
O=S1(=O)CCC(N2C(=S)SC3CS(=O)(=O)CC32)C1 (configuration not stated),-3.3,·,-6.3
CCCCNC(=O)c1cn(CC)cc2c(=O)n(-c3ccccc3)nc1-2,7.4,-5.4,-1.3
O=C(c1cnc(N2CCC3CCCCC32)c(Cl)c1)N1CCOCC1 (configuration not stated),4.0,·,-9.8
CCCCNC(=O)c1c(N)n(/N=C\c2ccc(OC)c(OC)c2)c2nc3ccccc3nc12,9.0,-8.2,-4.9
CCOC(=O)C1CCN(C(c2ccc(F)cc2)c2c(O)cc(C)n(Cc3ccccc3)c2=O)CC1 (configuration not stated),5.4,·,-8.8
CCOC(=O)C1(CCOc2ccccc2)CCN(Cc2cccc3nccnc23)CC1,3.0,·,-8.0
OCCn1ccnc1-c1cnc(NCC2CCCO2)nc1 (configuration not stated),1.2,·,-2.8
C=CCNC(=O)c1ccccc1N1CCC(NC(=O)c2cccs2)CC1,-5.1,-6.1,-3.6
O=C1NC(=S)S/C1=C\c1cccc(OCCOc2ccc(C3CCCCC3)cc2)c1,3.9,-1.6,1.0
CNc1ncc(C(F)(F)F)cc1Cl,4.4,·,-4.3
CC(=O)[C@@H]1SC(=N)C(C#N)[C@H]1c1cccs1 (some centres not stated),-4.9,1.9,6.6
CC1(C)S[C@@H]2[C@H](NC(=O)[C@H](N)c3ccccc3)C(=O)N2[C@H]1C(=O)O,-0.8&-9.8&-3.3,-5.1,5.5&-5.4&-0.5
COc1cccnc1C(=O)N1CCN(C2CCCCC2)C(=O)C1,3.3,-15.9,-7.2
OCCn1ncc2c1CN(c1nc(-c3ccccc3)nc3c1CCC3)C2,-3.4,-9.2,-7.2

# Profiles as entered above. Order of screens: NPYLR7 ag	mcGAS inh	hcGAS inh
# Listed for `COc1ccc(S(=O)(=O)Oc2ccc(CN(C(=O)Nc3ccccc3OC)C3CC3)cc2)cc1` → 17.4	-4.0	-7.2
# Listed for `CCc1c(C)n([O-])c2c([n+]1=O)CCCC2` → -2.6	-4.8	-3.6
# Listed for `CCOC(=O)c1cn[nH]c1S(=O)(=O)Nc1ccccc1CC` → 10.3	0.1	1.4
# Listed for `Cc1nn(C)c(C)c1-c1ccnc(NCC(c2ccncc2)N2CCOCC2)n1` (configuration not stated) → 4.6	·	-4.0
# Listed for `CO/N=C(/C(=O)NC(c1ccccc1)c1ccccc1)c1csc(NC=O)n1` → -4.9	1.3	-2.7
